Source: PubChem
CHOP UPR activ = apoptotic UPR (CHOP) activation | CHO-CHOP luciferase reporter, luminescence; percent of tunicamycin response over DMSO baseline | AID 449763 | 330,000 compounds, 0.34% hits | activation, % at 10 µM;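 active = at 10 µM dose, activation of 40% or more, normalized to positive control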;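 also: 100% = tunicamycin at 10 µg/mL and 0% = DMSO alone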
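System: CHO CHOP reporter cells. Amount: 500 cells per well. Buffer or medium: F12 medium, 10% FBS. Compound dosing: one dose, 10 µM in 0.5% DMSO. Incubation: 6 h compound exposure at 37 °C after overnight seeding. Technique: Steady-Glo luciferase luminescence. Benchmarks: tunicamycin and DMSO controls.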
CCR6 antag = antagonists of human CCR6 receptor; CHO-K1 CCR6 PathHunter beta-arrestin, luminescence, CCL20-stimulated; inhibition, % at 20 µM; AID 493098; 340,000 compounds, 0.49% hits;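 active = compounds whose inhibition of the agonist-driven luminescence signal at 20 µM reaches about 50%, limit read from the data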;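 also: cells stimulated with CCL20 at 14 nM final; plate controls were DMSO with CCL20 for no effect and DMSO without agonist for full effect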
Target sequence (P51684 whole entry, looked up): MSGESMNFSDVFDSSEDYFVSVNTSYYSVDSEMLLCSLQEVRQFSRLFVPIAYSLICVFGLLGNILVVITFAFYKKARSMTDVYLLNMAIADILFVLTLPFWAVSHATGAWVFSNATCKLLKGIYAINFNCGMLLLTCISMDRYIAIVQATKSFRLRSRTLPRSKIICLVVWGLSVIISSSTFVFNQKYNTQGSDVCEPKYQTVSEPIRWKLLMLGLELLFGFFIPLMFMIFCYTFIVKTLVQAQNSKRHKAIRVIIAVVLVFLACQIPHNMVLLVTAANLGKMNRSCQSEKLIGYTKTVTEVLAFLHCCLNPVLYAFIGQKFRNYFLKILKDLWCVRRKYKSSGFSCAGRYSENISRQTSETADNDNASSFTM
UPR XBP1 act = adaptive UPR (XBP1) activation; CHO-XBP1 luciferase reporter, IRE1-XBP1 UPR activation, luminescence; percent of tunicamycin response, DMSO as zero; activation, % at 20 µM; 330,000 compounds, 0.33% hits; AID 463104;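 active = versus positive control, 20 µM dose yields 30% or more activation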;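 also: 100% = tunicamycin at 10 µg/mL and 0% = DMSO only wells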
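Material: CHO-XBP1 cells stably carrying IRE1-XBP1-driven luciferase reporter / Amount: 1000 cells per well / Compound: 20 µM, 1% DMSO / Times: 6 h treatment, 37 °C / Detection: luciferase luminescence / Measure: % activation of reporter signal versus tunicamycin and DMSO controls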
CXCR6 block = inhibitors of human CXCR6 receptor; CHO-K1 PathHunter CXCR6 beta-arrestin, luminescence; 360,000 compounds, 0.36% hits; inhibition, % at 20 µM; O00574; in the data active = inhibition above about 34%, passing the limit was not always enough;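 also: antagonist mode with CXCL16 agonist at 10 nM final; 0% = 10 nM CXCL16 with DMSO and 100% = unstimulated wells without agonist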
Target sequence (O00574 whole entry, looked up): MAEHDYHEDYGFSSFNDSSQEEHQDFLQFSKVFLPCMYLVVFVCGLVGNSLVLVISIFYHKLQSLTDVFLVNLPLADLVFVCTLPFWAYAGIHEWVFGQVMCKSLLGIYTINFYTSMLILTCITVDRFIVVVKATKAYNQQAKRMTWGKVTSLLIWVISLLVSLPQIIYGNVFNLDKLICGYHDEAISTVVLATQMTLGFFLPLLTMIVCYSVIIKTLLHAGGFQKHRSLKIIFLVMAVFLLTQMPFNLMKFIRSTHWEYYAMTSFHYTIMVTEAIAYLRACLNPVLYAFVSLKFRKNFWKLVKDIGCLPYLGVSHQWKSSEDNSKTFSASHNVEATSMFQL
EBI2 block = blocks human EBI2 receptor beta-arrestin signaling. P32249. EBI2 beta-arrestin recruitment, luminescence, 7a,25-OHC stimulated. inhibition, % at 5 µM. 360,000 compounds, 0.81% hits; in the data active = inhibition above about 38%;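 also: enzyme fragment complementation signal reports receptor beta-arrestin coupling in cells; 0% = agonist plus DMSO wells and 100% = wells without agonist; some results beyond the cut were filed as inactive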
Target sequence (P32249 whole entry, looked up, the tested form may be a part): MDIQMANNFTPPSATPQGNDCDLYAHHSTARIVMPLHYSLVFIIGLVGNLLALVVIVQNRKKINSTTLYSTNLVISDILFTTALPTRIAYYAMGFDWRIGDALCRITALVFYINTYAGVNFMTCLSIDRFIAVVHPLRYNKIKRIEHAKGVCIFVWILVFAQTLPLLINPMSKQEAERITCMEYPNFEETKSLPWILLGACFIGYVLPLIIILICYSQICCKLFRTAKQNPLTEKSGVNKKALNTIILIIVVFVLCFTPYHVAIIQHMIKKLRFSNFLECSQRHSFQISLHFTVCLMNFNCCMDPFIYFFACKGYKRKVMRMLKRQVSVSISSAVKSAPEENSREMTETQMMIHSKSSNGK
Gli-Sufu antag = blocks Gli-Sufu signaling in a luciferase reporter. inhibition, % at 5 µM. Sufu-KO-LIGHT fibroblasts, Gli luciferase reporter luminescence. 340,000 compounds, 0.74% hits;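 active = inhibition above about 55%, limit read from the data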;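 also: 0% = DMSO-treated cells and 100% = wells with medium but no cells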
697 NFkB inh = lowers PMA/ionomycin-induced NF-kB signal in 697 B cells. 697 B-cell NF-kB luciferase reporter, 16 h. inhibition, % at 4 µM. 330,000 compounds, 0.33% hits; in the data active = inhibition above about 35%
Jurkat NFkB inh = lowers PMA/ionomycin-induced NF-kB signal in Jurkat cells; PMA/ionomycin-induced NF-kB luciferase reporter, luminescence; inhibition, % at 4 µM; 330,000 compounds, 0.53% hits; in the data active = inhibition above about 50%
Mdm2-MdmX inh = disrupts the human Mdm2-MdmX interaction; 330,000 compounds, 3% hits; O15151+Q00987; SaOS-2 split-luciferase Mdm2/MdmX complementation, luminescence; inhibition, % at 8 µM;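 active = inhibition of at least 50% at 8 µM in the primary screen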
Active calls of the source: *. This is a subset. The share of hits here may be higher or lower than overall.

COC(=O)C1=C(c2ccc(C(C)=O)cc2)C[C@@H]2CC[C@H]1N2C(=O)N1CCC(O)(c2ccc(Cl)cc2)CC1 was read as CHOP UPR activ 0.6, CCR6 antag 14, UPR XBP1 act -2, CXCR6 block -7, EBI2 block 0, Gli-Sufu antag 1, 697 NFkB inh -4, Jurkat NFkB inh 3 and Mdm2-MdmX inh 25.
CC1([N+](=O)[O-])COP(=O)(Nc2cccc(F)c2)OC1 (stereo not drawn) was read as CCR6 antag 5, CXCR6 block 3, EBI2 block -17 and Gli-Sufu antag 2.
CN(C)c1cc[n+](CC(O)C[n+]2ccc(N(C)C)cc2)cc1 was read as CHOP UPR activ 1.2, CCR6 antag 10, UPR XBP1 act -1, CXCR6 block -9, EBI2 block -5, Gli-Sufu antag 5, 697 NFkB inh 7, Jurkat NFkB inh -1 and Mdm2-MdmX inh 19.
Screening CCCCn1c(O)c(C(C)=NCc2cccnc2)c(=O)[nH]c1=O returned CHOP UPR activ 0.1, CCR6 antag -10, UPR XBP1 act 2, CXCR6 block -7, EBI2 block -10, Gli-Sufu antag 3, 697 NFkB inh 1, Jurkat NFkB inh -9 and Mdm2-MdmX inh -14.
Cn1c(=O)c2c(ncn2CCCl)n(C)c1=O was read as CHOP UPR activ -1.3, CCR6 antag -5, UPR XBP1 act 1, CXCR6 block 0, EBI2 block -3, Gli-Sufu antag 6, 697 NFkB inh -1, Jurkat NFkB inh -1 and Mdm2-MdmX inh -30.
Screening C[n+]1c(-c2ccccc2)c2cc(N)ccc2c2ccc(N)cc21 returned CHOP UPR activ -1.6, CCR6 antag 8, UPR XBP1 act -14, CXCR6 block -4, EBI2 block -26, Gli-Sufu antag -10, 697 NFkB inh 58*, Jurkat NFkB inh 67* and Mdm2-MdmX inh 85*.
Cc1ccc2c(c1Cl)NC(C(=O)O)C1CC(Sc3ccccc3[N+](=O)[O-])C(Cl)C21 (stereo not drawn) was read as CHOP UPR activ -0.4, CCR6 antag 27, UPR XBP1 act -1, CXCR6 block 8, EBI2 block 0, Gli-Sufu antag 3, 697 NFkB inh 20, Jurkat NFkB inh -5 and Mdm2-MdmX inh 11.
`O=[N+]([O-])/C=C1/NCCN1Cc1ccc(Cl)nc1` gave CHOP UPR activ -0.8, CCR6 antag 3, UPR XBP1 act 1, CXCR6 block -6, EBI2 block -8, Gli-Sufu antag -4, 697 NFkB inh 16, Jurkat NFkB inh 1 and Mdm2-MdmX inh -25.
Screening C=CCn1c(O)c(C(C)=Nc2ccc(N(C)C)cc2)c(=O)[nH]c1=O returned CHOP UPR activ 1.5, CCR6 antag -8, UPR XBP1 act -3, CXCR6 block -15, EBI2 block -12, Gli-Sufu antag 3, 697 NFkB inh -2, Jurkat NFkB inh -3 and Mdm2-MdmX inh 6.
`Cc1cc(C)cc(N2C(=O)NC(=O)/C(=C\c3cccn3-c3ccc(Cl)cc3)C2=O)c1` gave CHOP UPR activ 271*, CCR6 antag 6, UPR XBP1 act -7, CXCR6 block 17, EBI2 block -6, Gli-Sufu antag -2, 697 NFkB inh 24, Jurkat NFkB inh 13 and Mdm2-MdmX inh 69*.
COc1cccc(-c2nc(CS(=O)CC(=O)N3CCC4(CC3)OCCO4)c(C)o2)c1 (stereo not drawn) was read as CHOP UPR activ -0.4, CCR6 antag -2, UPR XBP1 act 3, CXCR6 block -5, EBI2 block 0, Gli-Sufu antag 1, 697 NFkB inh 10, Jurkat NFkB inh -5 and Mdm2-MdmX inh 7.
O=[N+]([O-])c1ccc(NCc2ccccc2)c2nonc12 was read as CHOP UPR activ -0.3, CCR6 antag -7, UPR XBP1 act 0, Gli-Sufu antag 2, 697 NFkB inh 9, Jurkat NFkB inh 9 and Mdm2-MdmX inh -26.
`BrCC(Br)(Br)Br` gave CHOP UPR activ -0.6, CCR6 antag -4, UPR XBP1 act 3, CXCR6 block -2, EBI2 block 3, Gli-Sufu antag -6, 697 NFkB inh 24, Jurkat NFkB inh 12 and Mdm2-MdmX inh 16.
`CCCC(=O)Nc1ccc(N2CCN(CC)CC2)c(Cl)c1` gave CHOP UPR activ -0.3, CCR6 antag -3, UPR XBP1 act -2, CXCR6 block 2, EBI2 block -1, Gli-Sufu antag 25, 697 NFkB inh -33, Jurkat NFkB inh -19 and Mdm2-MdmX inh -1.
Screening CCC1(c2ccccc2)C(=O)NC(=S)NC1=O returned CCR6 antag 18, CXCR6 block 5, EBI2 block 10 and Gli-Sufu antag -12.
CC[N+](CC)(CC)CC was read as CHOP UPR activ -0.4, CCR6 antag 11, UPR XBP1 act -7, CXCR6 block -6, EBI2 block -5, Gli-Sufu antag -6, 697 NFkB inh 1, Jurkat NFkB inh -3 and Mdm2-MdmX inh 8.
For O=C1NC(=O)N(Cc2ccco2)C(=O)/C1=C\c1cccn1CCOc1ccc(Cl)cc1 the results were CHOP UPR activ 1.4, CCR6 antag 9, UPR XBP1 act 2, CXCR6 block -19, EBI2 block 13, Gli-Sufu antag -7, 697 NFkB inh -5, Jurkat NFkB inh -1 and Mdm2-MdmX inh -8.
For COc1cccc(CN2CCCCC2c2cccnc2)c1 (stereo not drawn) the results were CHOP UPR activ -1.1, CCR6 antag -11, UPR XBP1 act -3, CXCR6 block 7, EBI2 block -7, Gli-Sufu antag -3, 697 NFkB inh 21, Jurkat NFkB inh -1 and Mdm2-MdmX inh 14.
`CCS(=O)(=O)Nc1cccc(C(=C2CCCCC2)c2cnc[nH]2)c1` gave CHOP UPR activ -2.7, CCR6 antag 3, UPR XBP1 act -5, CXCR6 block 5, EBI2 block -5, Gli-Sufu antag 1, 697 NFkB inh -10, Jurkat NFkB inh -7 and Mdm2-MdmX inh 13.
Screening COc1ccc(-c2cc(=NCCC(=O)O)c3cc(C)ccc3o2)cc1 returned CCR6 antag 4, CXCR6 block 4, EBI2 block 7 and Gli-Sufu antag -55.
O=C1NC(=O)N(CCc2ccc(F)cc2)C(=O)/C1=C\C=C\c1ccccc1 was read as CCR6 antag -24, CXCR6 block -7, EBI2 block 48* and Gli-Sufu antag 6.
Screening COCCN1C(=O)/C(=C/c2c(OC)cc(OC)cc2OC)C(=O)N(c2ccccc2)C1=O returned CHOP UPR activ 0.8, CCR6 antag 0, UPR XBP1 act -5, CXCR6 block -7, EBI2 block -14, Gli-Sufu antag -1, 697 NFkB inh 11, Jurkat NFkB inh 2 and Mdm2-MdmX inh -8.
For CSc1ccc(C(=O)C2CCCN(Cc3cnc(SC)nc3)C2)cc1 (stereo not drawn) the results were CHOP UPR activ -1.4, CCR6 antag 17, UPR XBP1 act 0, CXCR6 block -3, EBI2 block -5, Gli-Sufu antag 6, 697 NFkB inh -11, Jurkat NFkB inh -11 and Mdm2-MdmX inh 2.
CC(NS(=O)(=O)OCC(Cl)(Cl)Cl)c1ccccc1 (stereo not drawn) was read as CHOP UPR activ 1.9, CCR6 antag 1, UPR XBP1 act -1, CXCR6 block -4, EBI2 block -1, Gli-Sufu antag -10, 697 NFkB inh 1, Jurkat NFkB inh -7 and Mdm2-MdmX inh 5.
`CCCN1C2CCCC1CC(NC(C)=O)C2` (stereo not drawn) gave CHOP UPR activ 0.1, CCR6 antag -5, UPR XBP1 act 2, CXCR6 block 0, EBI2 block -1, Gli-Sufu antag 8, 697 NFkB inh -14, Jurkat NFkB inh -2 and Mdm2-MdmX inh 9.
`Cc1c(C)c2ccc(OCC(=O)N3CCN(Cc4ccccc4)CC3)cc2oc1=O` gave CHOP UPR activ -0.1, CCR6 antag 9, UPR XBP1 act 2, CXCR6 block 0, EBI2 block -14, Gli-Sufu antag -4, 697 NFkB inh 13, Jurkat NFkB inh 0 and Mdm2-MdmX inh -17.
For CN1CCN(C(=O)COc2ccc(Oc3ccccc3)cc2)CC1 the results were CHOP UPR activ 2.1, CCR6 antag 7, UPR XBP1 act 4, CXCR6 block 5, EBI2 block -4, Gli-Sufu antag 7, 697 NFkB inh 7, Jurkat NFkB inh 5 and Mdm2-MdmX inh 4.
`CC(CCc1ccccc1)NCCC#N` (stereo not drawn) gave CHOP UPR activ -1.8, CCR6 antag 4, UPR XBP1 act 2, CXCR6 block -6, EBI2 block -26, Gli-Sufu antag 4, 697 NFkB inh 7, Jurkat NFkB inh 1 and Mdm2-MdmX inh -7.
For COC(=O)C1C2CC[C@@H](CC1OC(=O)c1ccccc1)N2 (stereo partly drawn) the results were CHOP UPR activ 1.1, CCR6 antag 8, UPR XBP1 act 3, CXCR6 block -10, EBI2 block 3, Gli-Sufu antag 25, 697 NFkB inh -21, Jurkat NFkB inh -7 and Mdm2-MdmX inh -4.
Screening Cc1ccc2c(c1)C1CN(C)CCC1N2S(=O)(=O)c1ccccc1 (stereo not drawn) returned CHOP UPR activ -2.4, CCR6 antag 10, UPR XBP1 act -1, CXCR6 block -1, EBI2 block -1, Gli-Sufu antag -4, 697 NFkB inh -13, Jurkat NFkB inh -14 and Mdm2-MdmX inh -18.
O=C(COc1ccc(Cl)cc1)N1CCN(Cc2ccc([N+](=O)[O-])cc2)CC1 was read as CHOP UPR activ 3.9, CCR6 antag 10, UPR XBP1 act 2, CXCR6 block -15, EBI2 block 94*, Gli-Sufu antag 28, 697 NFkB inh -26, Jurkat NFkB inh 17 and Mdm2-MdmX inh 13.
CNC(=O)Oc1ccc(-c2cn3cc(C)ccc3n2)cc1 was read as CHOP UPR activ -6.5, CCR6 antag 9, UPR XBP1 act -8, CXCR6 block -4, EBI2 block -5, Gli-Sufu antag -10, 697 NFkB inh -115, Jurkat NFkB inh -22 and Mdm2-MdmX inh -18.
`COC(=O)C1=C(c2ccc(OC)c(OC)c2)C[C@@H]2CC[C@H]1N2C(=O)N1CCCCC1` gave CHOP UPR activ 1.4, CCR6 antag 0, UPR XBP1 act -2, CXCR6 block 11, EBI2 block -10, Gli-Sufu antag -8, 697 NFkB inh 1, Jurkat NFkB inh -2 and Mdm2-MdmX inh 13.
For Cn1nc(N)c2c1N=P(N1CCOCC1)(N1CCOCC1)N=C2c1ccccc1 the results were CHOP UPR activ -1.5, CCR6 antag -2, UPR XBP1 act 0, CXCR6 block -6, EBI2 block -8, Gli-Sufu antag -2, 697 NFkB inh -6, Jurkat NFkB inh -6 and Mdm2-MdmX inh 14.
`C#CC1(O)CCC2C3CCC4=CC(=O)CCC4=C3C=CC21C` (stereo not drawn) gave CCR6 antag 5, CXCR6 block -5, EBI2 block -4 and Gli-Sufu antag 14.

An excerpt from above in order of length of the SMILES, lowest first:
CNC(=O)Oc1ccc(-c2cn3cc(C)ccc3n2)cc1 was read as CHOP UPR activ -6.5, CCR6 antag 9, UPR XBP1 act -8, CXCR6 block -4, EBI2 block -5, Gli-Sufu antag -10, 697 NFkB inh -115, Jurkat NFkB inh -22 and Mdm2-MdmX inh -18.
Screening Cc1ccc2c(c1)C1CN(C)CCC1N2S(=O)(=O)c1ccccc1 (stereo not drawn) returned CHOP UPR activ -2.4, CCR6 antag 10, UPR XBP1 act -1, CXCR6 block -1, EBI2 block -1, Gli-Sufu antag -4, 697 NFkB inh -13, Jurkat NFkB inh -14 and Mdm2-MdmX inh -18.
For Cn1nc(N)c2c1N=P(N1CCOCC1)(N1CCOCC1)N=C2c1ccccc1 the results were CHOP UPR activ -1.5, CCR6 antag -2, UPR XBP1 act 0, CXCR6 block -6, EBI2 block -8, Gli-Sufu antag -2, 697 NFkB inh -6, Jurkat NFkB inh -6 and Mdm2-MdmX inh 14.
